# Bioassay records deposited in PubChem BioAssay by National Center for Advancing Translational Sciences (NCATS).
# Sm TGR block = qHTS Assay for the Inhibitors of Schistosoma Mansoni Peroxiredoxins; Potency, µM (doses to about 114 µM), without a hit: top-dose activity change, negative = inhibition, actives largely listed as inhibitors; 3% of 360,000 active; AID 485364, 2010; Schistosoma mansoni thioredoxin glutathione reductase (TGR), Q962Y6; purified TGR, DTNB reduction, TNB absorbance 405 nm; active = well fitted inhibition curve with a large enough effect; note: nearly all actives have a fitted effect of over 60% in size
#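 First, TGR (20 nM dispensed) and NADPH were mixed with compound. Second, a 15 min room-temperature incubation followed. Third, further NADPH and then DTNB were added to start the reaction. Finally, TNB absorbance was monitored kinetically.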
# Active calls of the source: *; [ ] = another dose, or the depositor's remark. % is set by controls: 0 for no effect and ±100 for the full control effect; potency is the fitted concentration of half-maximal effect. The list is partial; count on the stated rates, not on these rows.
smiles | Sm TGR block
Cc1ccc(NC(=O)NCCc2c(C)nn(C)c2C)cc1Cl | 1%
COc1ccc(CCC(=O)NC2CC(=O)N(c3ccc(C)cc3)C2)cc1 (stereo unspecified) | 1%
Cc1ccc(NC(=O)CN2C(=O)c3ccccc3Sc3ccc(C(=O)N4CCOCC4)cc32)cc1F | 7%
Cc1nc(-c2ccc(C)c(N3CCN(C(=O)Nc4cccc(Cl)c4C)CC3)c2)no1 | 3%
COc1cc(C)cc2oc(=O)c(CC(=O)NCCc3ccc(Cl)cc3)c(C)c12 | 1%
CCOc1ccc(NC(=O)CSc2oc(-c3ccco3)nc2S(=O)(=O)c2ccc(C)cc2)cc1 | -11%
CCOc1cc(CNC(=O)NC2COc3ccccc3C2)cc(OCC)c1OCC (stereo unspecified) | 16%
CC(C)c1ccc(OCC(=O)N2CCN(CCc3ccncc3)CC2)cc1 | -16%
Cc1cccc(NC(=O)C2CCCN(c3nnc(-n4c(C)ccc4C)s3)C2)c1C (stereo unspecified) | -32%
Cc1c(CNCCc2ccc(S(N)(=O)=O)cc2)c(C(=O)O)c(C)n1Cc1ccc(Cl)cc1 | -12%
CCOc1ccc(NC(=O)CC2C(=O)N(c3cccc(OC)c3)C(=O)N2C2CCCCC2)cc1 (stereo unspecified) | -8%
CCC(=O)N1CCc2cc(S(=O)(=O)N(C)c3cccc(C)c3)ccc21 | 3%
COc1ccc(-c2cc3nc(N)cc(=O)n3[nH]2)cc1 | -1%
O=C(O)CCn1ccc2cc(S(=O)(=O)N3CCCCC3)ccc21 | -6%
COc1ccc(-n2c(=O)c3c(C)c(C)sc3n(CC(=O)NCc3ccc(C)cc3)c2=O)c(OC)c1 | 3%
Cn1nc(-c2ccccc2F)c2cc(C(=O)N3CCN(c4ccccc4F)CC3)sc21 | -3%
CCOCCCn1c(SCC(=O)Nc2ccc(OC)cc2OC)nc2ccccc2c1=O | -2%
COc1cc(-c2noc(-c3cc(C)[nH]n3)n2)cc(OC)c1OC | 5%
CC(CNC(=O)c1csc2c1CCCCC2)c1ccccc1 (stereo unspecified) | -1%
Cc1ccccc1-n1nc(CO)c(C(=O)NCCc2ccccc2)n1 | 3%
Cc1ccc2c(c1)N(C(=O)N1CCC(C(=O)NCc3ccco3)CC1)CC(C)O2 (stereo unspecified) | 3%
CCOc1ccc(-n2nc(CO)c(C(=O)NCC(c3ccccc3)c3ccccc3)n2)cc1 | 5%
COc1ccc(OC)c(NC(=O)Cn2cc(C(=O)c3cccs3)c3ccccc32)c1 | 8%
CCSc1oc(-c2cccs2)nc1S(=O)(=O)c1ccc(Br)cc1 | -14%
CCOc1ccc(N(CC(=O)Nc2ccc3c(c2)OCO3)S(=O)(=O)c2ccccc2)cc1 | -2%
O=C(Cn1ncc2c3ccccc3n(Cc3ccccc3F)c2c1=O)N1CCCCCC1 | 1%
CCC(C(=O)Nc1ccc(F)cc1F)n1nc(-c2ccccc2)c2c(c1=O)CCCC2 (stereo unspecified) | -6%
CCOc1ccccc1NC(=O)N(Cc1ccc(F)cc1)C1CCN(CC)CC1 | -1%
CC(=O)c1cccc(NC(=O)c2cc3c(s2)-c2c(C)cccc2OC3)c1 | -9%
CCc1ccc(-n2c(=O)c3sc4ccccc4c3n(CC(=O)N(CC)Cc3ccccc3)c2=O)cc1 | 6%
Cc1ccc(NC(=O)CN2C(=O)c3ccccc3Sc3ccc(C(=O)N4CCOCC4)cc32)cc1C | 1%
COc1cc(-c2noc(CN3CCN(c4ccccc4)CC3)n2)cc(OC)c1OC | -31%
CN1C(=O)c2ccccc2Sc2ccc(NC(=O)c3ccccc3F)cc21 | 1%
CCN(C(=O)C(NS(=O)(=O)c1cccc2nsnc12)c1ccccc1)c1ccccc1 (stereo unspecified) | -7%
Cc1c(CC(=O)NCc2ccc(F)cc2)c(=O)oc2cc(O)c(Cl)cc12 | 9%
Cc1cccc(N2CCN(C(=O)Cc3c(C(=O)O)c(C)cn3C)CC2)c1C | 4%
CCOc1ccc(CCNC(=O)CCCc2nnc3n(CCCOC)c(=O)c4sccc4n23)cc1 | -3%
CC(=O)c1ccc(NC(=O)c2nc3ccccc3n(C)c2=O)cc1 | 2%
CCCOc1ccc(OC(=O)c2sc3ncn(Cc4cccc(F)c4)c(=O)c3c2C)cc1 | 64%[activator]
Cc1ccccc1NC(=O)CSc1nc2ccccc2c2nc(CCn3c(C)nc4ccccc43)nn12 | -5%
CCC1=Nc2cc(C(=O)NCc3ccc(C)cc3)ccc2Sc2ccc(C)cc21 | 7%
Cc1ccc(CCNC(=O)c2sc3nc4n(c(=O)c3c2C)CCCC4)cc1 | -5%
CCC(C(=O)Nc1cc(OC)ccc1OC)n1nc(-c2ccccc2)c2c(c1=O)CCCC2 (stereo unspecified) | 2%
CCOc1ccc(CCNC(=O)c2ccc3[nH]c(C)c(C)c3c2)cc1 | 4%
O=c1c2cc3c(cc2n(Cc2ccccc2)c(=O)n1Cc1nc(-c2ccccc2)no1)OCO3 | 20%
COc1cc(OC)cc(C(=O)Nc2c(C(=O)Nc3ccc(F)cc3)oc3ccccc23)c1 | 4%
CCOc1ccc(/C=C/c2nc(C#N)c(NCc3ccc(OC)cc3)o2)cc1 | 33%
COc1ccc(CCNC(=O)c2cc3c(=O)[nH]c4ccc(C)cc4c3s2)cc1OC | -5%
Cc1ccc(NC(=O)C(=O)NCC(c2cccnc2)N2CCc3ccccc32)cc1Cl (stereo unspecified) | -11%
Cc1c(C(=O)N(Cc2cccc(Cl)c2)Cc2ccco2)oc2ccccc12 | 0%
CCOC(=O)C1CCCN(CC(=O)Nc2cc(C)c3c(=O)oc4ccccc4c3n2)C1 (stereo unspecified) | 4%
CCOc1ccc(CN2CCN(c3ncnc4sc5c(c34)CC(C)CC5)CC2)cc1 (stereo unspecified) | 4%
Cc1ccc2nc(-c3ccsc3)c(Nc3ccccc3C)n2c1 | -1%
CCc1ccc(NC(=O)c2ccc3nc(C(C)C)oc3c2)cc1 | 0%
CCOc1ccccc1NC(=O)CSc1nnc(N)s1 | -6%
Cc1ccn2c(Nc3ccc4c(c3)OCCO4)c(-c3ccc(C)s3)nc2c1 | 5%

# 6 compounds from above, sorted by count of non-hydrogen atoms, low to high:
smiles | Sm TGR block
O=C(O)CCn1ccc2cc(S(=O)(=O)N3CCCCC3)ccc21 | -6%
CCC(=O)N1CCc2cc(S(=O)(=O)N(C)c3cccc(C)c3)ccc21 | 3%
CC(C)c1ccc(OCC(=O)N2CCN(CCc3ccncc3)CC2)cc1 | -16%
Cc1cccc(NC(=O)C2CCCN(c3nnc(-n4c(C)ccc4C)s3)C2)c1C (stereo unspecified) | -32%
COc1ccc(OC)c(NC(=O)Cn2cc(C(=O)c3cccs3)c3ccccc32)c1 | 8%
Cc1ccc(NC(=O)CN2C(=O)c3ccccc3Sc3ccc(C(=O)N4CCOCC4)cc32)cc1F | 7%

# (next part)
smiles | Sm TGR block
COc1ccc(OC)c(NC(=O)c2nnn(CC(=O)Nc3ccc(C(C)C)cc3)c2N)c1 | 4%
CCC(=O)N1CCc2cc(CNC(=O)c3ccc(C#N)cc3)ccc21 | -1%
Cc1cccc(Cn2cnc3c(cnn3-c3ccc(Cl)cc3)c2=O)c1 | 0%
COc1ccc(NC(=O)CSc2nc3c(c(=O)[nH]2)CCC3)cc1 | -5%
Cc1cc(NS(=O)(=O)c2ccc(NC(=O)COc3c(C)ccc(C)c3C)cc2)nc(C)n1 | 0%
COc1ccc(-c2nc(CCNC(=O)c3ccccc3)cs2)cc1OC | 5%
CCOc1ccc(-n2c(Cc3ccccc3)nnc2SCc2nc(-c3ccccc3C)no2)cc1 | 6%
Cc1ccccc1CNC(=O)Nc1ccc2c(c1)N(C)C(=O)c1ccccc1S2 | -4%
COc1cc(NC(=O)Cn2c(-c3ccccc3)cc(C(C)=O)c2C)cc(OC)c1 | 8%
Cc1ccc(C)c(CN2C(=O)c3ccccc3S(=O)(=O)c3ccc(C(=O)N4CCCCC4)cc32)c1 | 8%
Cc1ccc(C)c(CN2CCCN(CC(=O)Nc3ccc(C)c(C)c3)S2(=O)=O)c1 | 6%
N#Cc1ccc(C(=O)Nc2ccc(Cl)c(-c3nc4cc(Cl)ccc4o3)c2)c(F)c1 | -5%
CC1=C(C(=O)Nc2ccc(F)cc2)C(c2ccc(N(C)C)cc2)NC(=O)N1 (stereo unspecified) | 1%
C=Cc1ccc(CSc2nnc(C)n3c2cc2occc23)cc1 | 15%
CCOC(=O)c1cc(-c2ccccc2)n(-c2cccc(C(=O)Nc3ccc(OCC)cc3)c2)c1C | 10%
CCc1cccc(NC(=O)Cn2c(C(=O)OC)cc3occc32)c1 | -23%
CCOC(=O)c1c(S(=O)(=O)N2CCCC(C(=O)Nc3cc(C)ccc3OC)C2)c(C)n(C)c1C (stereo unspecified) | 0%
O=C1c2oc3ccccc3c(=O)c2C(c2cccc(Cl)c2)N1c1ccccn1 (stereo unspecified) | 0%
Cc1c(C(=O)NCc2ccccc2)oc2c1-c1[nH]ncc1CC2 | 3%
Cc1ccc(Nc2nnc(-c3cc4c(ccc5ccccc54)oc3=O)s2)cc1 | -5%
Cc1ccc(CN2CCCn3nc(C(=O)NCCC(C)C)cc3C2=O)cc1 | 6%
Cc1c(Cl)cccc1NC(=O)c1cnc2sc(N3CCOCC3)nn2c1=O | -2%
COc1ccc(OC)c(CCNC(=O)c2c(C)oc3ncn(C)c(=O)c23)c1 | 7%
COc1cccc(N=C2SC(C(=O)Nc3cccc(Cl)c3)CC(=O)N2C)c1 (stereo unspecified) | -13%
Cc1ccc2sc(N3CCN(C(=O)C4COc5ccccc5O4)CC3)nc2c1C (stereo unspecified) | -1%
Cc1cccc(S(=O)Cc2ccc(C(=O)NC3CCCCCC3)o2)c1 (stereo unspecified) | -27%
CCOc1ccc(N(CC)S(=O)(=O)N2CCCC(C(=O)Nc3cc(Cl)ccc3OC)C2)cc1 (stereo unspecified) | -1%
COc1ccc(-c2noc(-c3ccc(NCc4ccc(C)cc4)c([N+](=O)[O-])c3)n2)cc1OC | -14%
Cc1cc(SCC(=O)NCc2ccc(Cl)cc2)nc(=O)[nH]1 | 7%
CCOc1ccc(NCc2cccn2-c2nnc(N3CCC(C(=O)NCc4cccc(OC)c4)CC3)s2)cc1 | 10%
COc1cccc(C2CC(=O)Nc3cc4c(cc32)OCO4)c1OC(C)C (stereo unspecified) | 5%
Cc1ccc2nc(N3CCN(c4cccc(Cl)c4)CC3)c3nnnn3c2c1 | 1%
Cc1ccc(-c2nnc(Nc3ccc(O)cc3)c3ccccc23)cc1S(=O)(=O)NCc1nc2ccccc2[nH]1 | -1%
COc1ccc(Cl)cc1NC(=O)CCCS(=O)(=O)c1nc(-c2ccc(OC)c(OC)c2)cc(C(F)(F)F)n1 | -9%
COc1ccc(Cl)cc1NC(=O)Cn1nnc2sc3c(c2c1=O)CCC(C(C)(C)C)C3 (stereo unspecified) | 0%
COCCNC(=O)CCC(=O)N1Cc2cccc(OC)c2Oc2ncccc21 | 12%
O=S(=O)(c1ccc(OC(F)(F)F)cc1)N1CCC(c2nc3ccccc3s2)CC1 | -1%
Cc1ccc(C)c(NC(=O)CN2C(=O)C3(SCC(=O)N3c3ccc(C)c(C)c3)c3ccccc32)c1 (stereo unspecified) | 23%
COc1ccccc1C(=O)Nc1sc(Nc2ccccc2)nc1C(N)=O | 1%
Cc1oc(-c2ccccc2)nc1CNS(=O)(=O)c1ccc(Cl)cc1 | 6%
CN(Cc1ccccc1)Cc1c(O)ccc2c(=O)c(-c3ccccc3)c(C(F)(F)F)oc12 | -5%
CCSc1nnc(NC(=O)c2cc(=O)c3cc(C)ccc3o2)s1 | -1%
COc1ccccc1OC(C)C(=O)Nc1ccc(-c2nc3ccccc3s2)cc1 (stereo unspecified) | 8%
CNC(=O)c1c(NC(=O)c2ccc(S(=O)(=O)N3CCCCC3)cc2)sc2c1CCC2 | 8%
CCc1c(C)sc2c1CCN(Cc1ccccc1C#N)C2c1ccccc1 (stereo unspecified) | 0%
COCCCNC(=O)c1c(NC(=O)Cc2coc3cc(C)cc(C)c23)sc2c1CCCC2 | 4%
CC1CCN(S(=O)(=O)c2ccc3c(c2)oc(=O)n3CC(=O)NCc2ccc(F)cc2)CC1 | 0%
CCN(C(=O)c1ccc(C(=O)N(CC)c2ccccc2C)cc1)c1ccccc1C | 5%
Cc1ccc(CNC(=O)c2cc3sccc3n2Cc2ccc(F)cc2)cc1 | -2%
Cc1cc(NC(=O)Cn2c(=O)oc3cc(S(=O)(=O)N4CCCC4)ccc32)ccc1Br | 2%
O=C(NCc1ccc(Cl)cc1)c1ccc(NC(=O)N2CC3CCCN3c3ccccc32)cc1 (stereo unspecified) | -20%
COc1cc(C(=O)Nc2cc3c(cc2C)n(C)c(=O)c(=O)n3C)cc(OC)c1OC | -2%
Nc1c(C(=O)Nc2ccc(C(F)(F)F)cc2)sc2nc(-c3cccs3)ccc12 | -3%
COc1ccccc1NC(=O)CN1C(=O)C(c2ccc(F)cc2)=NC12CCCCC2 | 3%
O=C(NCCCO)C(=O)Nc1c2c(nn1-c1ccc(F)cc1)CSC2 | -27%
O=C(CSc1nc2c([nH]c3ccccc32)c(=O)n1-c1ccccc1)Nc1ccc2c(c1)OCO2 | 0%
COc1cccc(-n2cc(C(=O)OCc3ccc(Cl)cc3)c3ccccc3c2=O)c1 | -1%
Cc1ccccc1OCc1ccc(-c2nc(C#N)c(N3CCN(c4ccccc4)CC3)o2)o1 | -2%
